From PubChem
MEP2-GFP yeast: modulators of TOR pathway MEP2-GFP in S. cerevisiae; S. cerevisiae MEP2-GFP strain, flow cytometry GFP, 3 h; 100% = DMSO control level; GFP response vs DMSO, % at 10 µM; 330,000 compounds, 0.51% hits;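 active means GFP response versus DMSO above a set limit, roughly screen mean plus 3 SD, cut at about 180% in these data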;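 further: median GFP fluorescence of the barcode-gated MEP2-GFP cells per well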
VLA-4 inh: inhibition in a human VLA-4 binding assay; P13612; VLA-4 expressing cells, ligand binding flow cytometry; inhibition, % (about 7 µM as worked out from the volumes in the protocol); 330,000 compounds, 0.2% hits; in the data active means inhibition above about 50%
CIT2-GFP yeast: modulators of TOR pathway CIT2-GFP in S. cerevisiae; 320,000 compounds, 0.065% hits; AID 2029; GFP response vs DMSO, % at 10 µM; S. cerevisiae CIT2-GFP strain, flow cytometry, 3 h; 100 means same as DMSO wells;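 active means GFP response relative to DMSO above a set limit, near the screen mean plus 3 SD, cut at about 150% in these data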;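 further: ratio of well median GFP fluorescence to mean of DMSO wells on the plate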
AGP1-GFP MLPCN: modulators of TOR pathway AGP1-GFP in S. cerevisiae. S. cerevisiae AGP1-GFP multiplex flow cytometry, 3 h; GFP as percent of DMSO wells. GFP response vs DMSO, % at 10 µM. 320,000 compounds, 0.02% hits;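 active means GFP response relative to DMSO above a set limit, near screen average plus 3 SD, cut at about 150% in these data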;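 further: median GFP channel fluorescence of the gated AGP1 strain per well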
GASC-1 inh: inhibitors of human GASC-1 (JMJD2C) demethylase | GST-JMJD2C(1-420) H3K9me3 demethylation, DELFIA europium | 330,000 compounds, 0.069% hits | Q9H3R0 | inhibition, % at 2.35 µM;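 active means more than half of a compound's replicate wells show inhibition beyond 50%, single wells judged on their own value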;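 further: signal counts dimethyl H3K9 product captured on neutravidin plate; 0% = median of DMSO wells and 100% = 0.3 times that DMSO median; strong numbers were not always called active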
Target sequence (Q9H3R0 1-420 limits assumed): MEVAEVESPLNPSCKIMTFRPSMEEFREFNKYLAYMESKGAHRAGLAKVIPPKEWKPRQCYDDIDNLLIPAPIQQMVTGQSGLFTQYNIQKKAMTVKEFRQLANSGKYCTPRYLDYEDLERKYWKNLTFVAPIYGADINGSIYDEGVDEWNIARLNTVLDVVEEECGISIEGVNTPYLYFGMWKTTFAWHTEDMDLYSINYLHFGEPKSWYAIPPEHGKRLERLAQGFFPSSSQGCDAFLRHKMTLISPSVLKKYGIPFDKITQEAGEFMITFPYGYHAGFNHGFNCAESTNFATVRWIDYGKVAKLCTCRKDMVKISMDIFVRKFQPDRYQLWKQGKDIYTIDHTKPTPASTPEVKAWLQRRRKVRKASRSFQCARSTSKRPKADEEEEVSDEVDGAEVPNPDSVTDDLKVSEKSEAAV
RPL19A-GFP yeast: yeast TOR pathway RPL19A-GFP modulation; S. cerevisiae RPL19A-GFP strain, flow cytometry, 3 h; stronger effect = lower value; percent response vs DMSO, % at 10 µM; 330,000 compounds, 0.3% hits; AID 2025;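 active means percent response vs DMSO below 50%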;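 further: median channel GFP fluorescence of the barcoded RPL19A-GFP strain; ratio of sample median GFP to plate DMSO average so 100% = DMSO; lower means less RPL19A-GFP as with rapamycin TOR inhibition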
GRK2 aptamer HTS: blocks RNA aptamer binding to human GRK2 | bead flow cytometry, FAM-aptamer displacement from GRK2 | inhibition of aptamer binding, % at 10 µM | 330,000 compounds, 0.59% hits;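 active means inhibition of aptamer binding above 40%, roughly 3 SD of noise, on plates passing a quality check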;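 further: median bead fluorescence of bound FAM aptamer so fluorescent compounds give negative values; no value below 0 was filed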
LAP4 TOR yeast: alters LAP4-GFP fluorescence in TOR pathway yeast screen | S. cerevisiae LAP4-GFP multiplex, flow cytometry GFP, 3 h; median GFP as percent of DMSO wells | GFP response vs DMSO, % at 10 µM | 320,000 compounds, 0.34% hits | AID 2023;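 active means GFP response vs DMSO above a set limit, about the screen mean plus 3 SD, cut at about 150% in these data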
The depositor's hits bear a star; . = not tested or not shown; & = joins results of further samples.

Fields – VLA-4 inh, GRK2 aptamer HTS, GASC-1 inh, RPL19A-GFP yeast, MEP2-GFP yeast, CIT2-GFP yeast, LAP4 TOR yeast, AGP1-GFP MLPCN
#1 O=[N+]([O-])c1cccnc1N1CCOCC1
→ -25, 2, -3, 105, 112, 111, 111, 107
#2 O=C(Nc1ccccc1C(=O)N1CCOCC1)c1ccco1
→ 5, 1, -3, 100, 103, 104, 95, 107
#3 CCOC(=O)c1c(NC(=O)CN2C(=O)c3ccccc3C2=O)sc(Cc2ccc3c(c2)OCO3)c1C
→ -9, 13, -1, 99, 97, 98, 110, 104
#4 Cc1ccc(C)c(OCC(=O)Nc2cc(C(=O)O)cc(C(=O)O)c2)c1
→ 9, 2, 20, 103, 101, 102, 105, 106
#5 Cc1ccc2cc(COC(=O)c3cccc([N+](=O)[O-])c3)c(=O)[nH]c2c1
→ -9, 2, -5, 103, 102, 105, 106, 108
#6 c1ccc(CSc2ccc(-c3cccnc3)nn2)cc1
→ 14, 0, -16, 97, 120, 95, 117, 95
#7 Cc1c(-c2ccn[nH]2)cc(NC(=O)c2ccc(Cl)cc2)c(=O)n1N
→ 0, 0, -12, 101, 97, 102, 95, 106
#8 CCc1ccc(NC(=O)CS(=O)CC(=O)NCCCc2ccccc2)cc1 (centres undefined)
→ 13, 0, -3, 97, 103, 104, 100, 100
#9 COc1ccc(C2CC(c3ccccc3)=NN2C(=O)CN2CCN(Cc3ccccc3)CC2)cc1 (centres undefined)
→ -8, 1, -89, 101, 99, 87, 93, 93
#10 COC(=O)Cn1c(CN2CCC(Cc3ccccc3)CC2)nc2c1c(=O)n(C)c(=O)n2C
→ 10, 0, 22, 103, 114, 100, 101, 102

An excerpt from above in order of their number in LAP4 TOR yeast, smallest number first.
Fields – VLA-4 inh, GRK2 aptamer HTS, GASC-1 inh, RPL19A-GFP yeast, MEP2-GFP yeast, CIT2-GFP yeast, LAP4 TOR yeast, AGP1-GFP MLPCN
#7 Cc1c(-c2ccn[nH]2)cc(NC(=O)c2ccc(Cl)cc2)c(=O)n1N
→ 0, 0, -12, 101, 97, 102, 95, 106
#10 COC(=O)Cn1c(CN2CCC(Cc3ccccc3)CC2)nc2c1c(=O)n(C)c(=O)n2C
→ 10, 0, 22, 103, 114, 100, 101, 102
#5 Cc1ccc2cc(COC(=O)c3cccc([N+](=O)[O-])c3)c(=O)[nH]c2c1
→ -9, 2, -5, 103, 102, 105, 106, 108

Quoted at random: 3 entries already listed.
Fields – VLA-4 inh, GRK2 aptamer HTS, GASC-1 inh, RPL19A-GFP yeast, MEP2-GFP yeast, CIT2-GFP yeast, LAP4 TOR yeast, AGP1-GFP MLPCN
#6 c1ccc(CSc2ccc(-c3cccnc3)nn2)cc1
→ 14, 0, -16, 97, 120, 95, 117, 95
#2 O=C(Nc1ccccc1C(=O)N1CCOCC1)c1ccco1
→ 5, 1, -3, 100, 103, 104, 95, 107
#7 Cc1c(-c2ccn[nH]2)cc(NC(=O)c2ccc(Cl)cc2)c(=O)n1N
→ 0, 0, -12, 101, 97, 102, 95, 106

Next records.
Fields – VLA-4 inh, GRK2 aptamer HTS, GASC-1 inh, RPL19A-GFP yeast, MEP2-GFP yeast, CIT2-GFP yeast, LAP4 TOR yeast, AGP1-GFP MLPCN
#11 COC(=O)c1ccc(CSCc2ccc(C(=O)OC)o2)o1
→ 2, 0, -9, 103, 104, 102, 87, 92
#12 CCCCCCCCCCCC(=O)NC(C(=O)O)C(O)c1ccccc1 (centres undefined)
→ -3, 0, -2, 98, 92, 97, 93, 89
#13 Cc1cc(N2Cc3ccccc3C2)ccc1C=O
→ 1, 0, 7, 102, 103, 98, 93, 102
#14 CCc1ccc(O)c(N=Cc2ccccc2O)c1
→ -185, 0, -1, 96, 102, 102, 90, 104
#15 Cc1cccc(NS(=O)(=O)c2ccc(C(=O)NCC3(N4CCCCC4)CCCCC3)cc2)c1C
→ 3, 0, 2, 95, 107, 109, 109, 97
#16 O=[N+]([O-])c1ccc(C2CC(c3ccccc3)=Nc3ccccc3S2)cc1 (centres undefined)
→ -5, 2, -8, 102, 102, 90, 119, 97
#17 O=S(=O)(NCCc1csc(-c2ccc(C(F)(F)F)cc2)n1)c1ccc2c(c1)OCCO2
→ 1, 0, 11, 96, 107, 95, 94, 95
#18 CSc1ccccc1OCc1cc(C(=O)N2C[C@H]3CC[C@H]2C3)no1
→ 4, 5, 13, 96, 98, 90, 104, 94
#19 O=C(Nc1ccnn1C1CCN(C(=O)c2c(F)cccc2F)CC1)C1CC1
→ 8, 0, 8, 108, 102, 106, 80, 95
#20 COc1cccc(-c2csc(N3CCN(C(=O)Nc4ccc(Cl)cc4)CC3)n2)c1
→ -4, 0, 9, 109, 107, 105, 123, 99

Gathered by group, the compounds so far containing a furan ring, fused or not (2)
Fields – VLA-4 inh, GRK2 aptamer HTS, GASC-1 inh, RPL19A-GFP yeast, MEP2-GFP yeast, CIT2-GFP yeast, LAP4 TOR yeast, AGP1-GFP MLPCN
#2 O=C(Nc1ccccc1C(=O)N1CCOCC1)c1ccco1
→ 5, 1, -3, 100, 103, 104, 95, 107
#11 COC(=O)c1ccc(CSCc2ccc(C(=O)OC)o2)o1
→ 2, 0, -9, 103, 104, 102, 87, 92

Following part
Fields – VLA-4 inh, GRK2 aptamer HTS, GASC-1 inh, RPL19A-GFP yeast, MEP2-GFP yeast, CIT2-GFP yeast, LAP4 TOR yeast, AGP1-GFP MLPCN
#21 COC(=O)c1cccc(NC(N)=S)c1
→ 4, 0, -15, 86, 99, 97, 99, .
#22 Cc1ccc(C)c(S(=O)(=O)N2CCCCC2CCNC(=O)C(=O)NCc2ccccc2)c1 (centres undefined)
→ -10, 0, -8, 98, 94, 92, 96, 100
#23 CC(C)COP(=O)(OCC(C)C)C(Nc1ccccc1)c1ccccc1 (centres undefined)
→ 21, 0, -1, 98, 95, 97, 104, 99
#24 CC(=O)O[C@H]1[C@@H](O)[C@H](O)[C@H](Oc2c(O)c(C)c3c4c2[C@@H](C)CC[C@@H]4[C@@H](C)C[C@H]3C=C(C)C)O[C@H]1C
→ 23, 2, -4, 100, 105, 100, 102, 100
#25 Cc1ccc(NC(=O)C2CCCN(c3ncnc4c3nc3n4CCCCC3)C2)nc1 (centres undefined)
→ 4, 2, 4, 101, 92, 91, 89, 96
#26 Cc1cccc(NC(=O)C23CCC(C)(C(=O)O2)C3(C)C)c1 (centres undefined)
→ 1, 0, -1, 103, 96, 99, 95, 95
#27 CC(O)CN(CCC(N)=O)CCC(N)=O (centres undefined)
→ 7, 0, -2, 87, 82, 88, 95, 91
#28 O=C(CSc1ccc2nnc(-c3ccccc3)n2n1)NCc1ccc2c(c1)OCO2
→ -18, 0, 4, 102, 106, 103, 105, 107
#29 FC(F)(F)c1ccncc1-c1nnnn1-c1ccc(Cl)cc1
→ 6, 0, 4, 97, 108, 106, 119, 113
#30 O=C(CN1CCOCC1)Nc1c(-c2ccccc2)c2cc(Br)ccc2[nH]c1=O
→ -7, 0, 0&0, 97, 92, 102, 96, 95
#31 CCOC(=O)CCn1nc(-c2ccc(Cl)cc2)cc1N
→ 4, 1, 15, 98, 90, 91, 106, 95
#32 Cc1cc(Nc2ccc([N+](=O)[O-])cc2)nc2ccccc12
→ -14, 0, 8, 100, 104, 102, 97, 99
#33 COc1cc(-c2noc(C3CCCN(C(=O)c4ccccc4)C3)n2)cc(OC)c1OC (centres undefined)
→ -8, 5, -20, 98, 100, 102, 98, 97
#34 O=C(O)CCc1ccc(-c2cccs2)n1-c1ccc(C(=O)O)cc1
→ 19, 5, 4, 99, 111, 95, 113, 100
#35 COc1ccc(-c2nnn(CC(=O)N(CCCN3CCOCC3)C(C(=O)NC3CCCC3)c3ccco3)n2)cc1 (centres undefined)
→ 1, 3, 33, 94, 93, 92, 94, 93
#36 CC(C)N(C(=O)Cc1ccccc1[N+](=O)[O-])C(C)C
→ 9, 4, 3, 98, 100, 101, 101, 105
#37 COC(=O)NC1c2ccccc2Oc2ccccc21
→ 22, 3, 1, 98, 106, 96, 93, 91
#38 COc1ccc(NS(=O)(=O)c2cc(NC(=O)c3nc4nc(C)cc(C)n4n3)ccc2C)cc1
→ 22, 0, ., 100, 109, 101, 111, 106
#39 O=C(Nc1cccc(-c2cn3ccsc3n2)c1)c1ccccc1
→ 13, 1, 0, 97, 104, 98, 98, 96
#40 COc1cc(/C=N/O)ccc1OCc1ccc(C(=O)O)cc1
→ -2, 0, ., 95, 84, 80, 93, 88
#41 OC(C#CCN1CCCC1)(c1ccccc1)c1cccnc1 (centres undefined)
→ 22, ., 15, 99, 97, 100, 107, 108
#42 CCc1c(C(=O)N/N=C/c2ccco2)nnn1-c1nonc1N
→ 13, 0, 38, 103, 103, 107, 94, 100
#43 Oc1c(N=Nc2ccccn2)ccc2ccccc12
→ -6, 6, -3, 94, 96, 80, 171*, 79
#44 C=CCn1c(SCC(C)=O)nnc1-c1cc(-c2ccccc2)sc1N
→ -34, 1, -8, 97, 102, 87, 99, 104
#45 CC(C)COc1ccc(CNC(=S)N/N=C/c2ccc([N+](=O)[O-])cc2)cc1
→ -7, 1, 1, 95, 103, 101, 93, 101
#46 COc1ccc(Cc2nnc(SCC(=O)c3ccc4c(c3)OCO4)o2)cc1
→ 8, 2, 9, 100, 98, 93, 104, 101
#47 COC(=O)CNC(=O)CNC(=O)Nc1ccccc1Cl
→ 1, 2, 7, 100, 101, 96, 110, 103
#48 CC(=O)NS(=O)(=O)c1ccc(NC(=O)c2cccc(S(=O)(=O)N3CCc4ccccc43)c2)cc1
→ -1, 0, 11, 100, 100, 103, 107, 109
#49 COc1cc(C(=O)c2nccc3cc(OC)c(OC)cc23)c([N+](=O)[O-])cc1OC
→ 1, 3, -15, 97, 100, 91, 94, 92
#50 CCOCCCNC(=O)Cn1cnc2c(cnn2-c2ccc(C)c(C)c2)c1=O
→ 14, 0, 1, 97, 109, 102, 90, 94
#51 CCN1CCN(CC(=O)N2c3ccccc3Sc3ccccc32)CC1
→ 6, 2, 28, 95, 96, 95, 109, 102
#52 O=C(c1ccccc1)c1ccc(OC(=O)C2CCCCC2)cc1
→ 16, 3, 18, 102, 113, 102, 97, 105
